High-throughput results as filed in PubChem.
D1 ag – Allosteric Agonists of the Human D1 Dopamine Receptor: qHTS; HEK293 T-REx D1 cells, calcium flux, agonist mode; 1% of 360,000 active; D(1A) dopamine receptor (Homo sapiens), P21728; activation, % at 2 µM; note: 0% is about no effect
Target sequence (P21728 whole entry, looked up): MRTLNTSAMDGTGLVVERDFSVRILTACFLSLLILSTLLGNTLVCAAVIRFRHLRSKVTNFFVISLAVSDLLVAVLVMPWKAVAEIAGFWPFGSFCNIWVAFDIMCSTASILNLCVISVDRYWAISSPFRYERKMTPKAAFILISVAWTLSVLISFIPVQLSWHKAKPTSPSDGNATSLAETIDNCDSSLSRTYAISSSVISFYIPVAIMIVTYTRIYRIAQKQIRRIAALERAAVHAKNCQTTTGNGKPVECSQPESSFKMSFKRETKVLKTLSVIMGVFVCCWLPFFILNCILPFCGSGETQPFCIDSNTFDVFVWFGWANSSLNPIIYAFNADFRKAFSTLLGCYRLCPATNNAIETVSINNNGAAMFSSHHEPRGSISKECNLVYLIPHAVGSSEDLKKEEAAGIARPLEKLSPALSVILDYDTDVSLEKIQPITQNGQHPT
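Agonism was scored from calcium flux recorded over 180 s (1 read/s) after pintool compound addition, following a 10-cycle baseline. Cells were inducible force-coupled HEK293 TREx D1, plated overnight at 30 C and loaded with no-wash calcium dye.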
RXFP1 antagonist – qHTS Assay for Antagonists of the Relaxin Receptor RXFP1; activity change, negative = inhibition, % at 57.5 µM; HEK293-RXFP1, relaxin-stimulated cAMP HTRF, 30 min; active compounds read low; 0.59% of 350,000 active;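 active = activity change of -60% or lower, but not beyond a set lower limit; inconclusive = change between -60% and -40%, or beyond the set limit; inactive = change above -40%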; note: % is set by controls: 0 for no effect and ±100 for the full control effect
D2 agonist – HTS Assay for Allosteric Agonists of the Human D2 Dopamine Receptor: Primary Screen for Agonists; HEK293 T-REx D2 cells, calcium flux agonist mode; activation, % at 2 µM; 0.53% of 340,000 active; AID 485358, 2010; D(2) dopamine receptor (Homo sapiens), P14416;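 active = activation over 3 SD above normal in the single-dose calcium agonist read, cut at about 30% in these data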; note: 0% is about no effect
Target sequence (P14416 whole entry, looked up): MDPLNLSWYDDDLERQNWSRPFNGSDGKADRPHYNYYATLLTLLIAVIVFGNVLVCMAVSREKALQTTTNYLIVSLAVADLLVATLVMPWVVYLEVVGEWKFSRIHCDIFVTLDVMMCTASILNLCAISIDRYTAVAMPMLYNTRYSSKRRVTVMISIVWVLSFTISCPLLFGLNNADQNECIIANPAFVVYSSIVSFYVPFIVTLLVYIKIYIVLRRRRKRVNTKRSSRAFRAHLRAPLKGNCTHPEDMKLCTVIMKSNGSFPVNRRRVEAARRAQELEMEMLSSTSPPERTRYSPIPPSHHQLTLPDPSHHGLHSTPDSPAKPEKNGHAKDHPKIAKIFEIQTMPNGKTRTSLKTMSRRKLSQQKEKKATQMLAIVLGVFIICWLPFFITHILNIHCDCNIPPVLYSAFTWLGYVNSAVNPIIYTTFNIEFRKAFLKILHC
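HEK293 Trex D2 cells, tetracycline-induced, o/n 30 C 5% CO2; no-wash Ca dye, RT 30–90 min; 10-cycle baseline, 23 nl cpd added, kinetic Ca read 180 s; agonist hits = positive Ca response.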
D2 antagonist – HTS Assay for Allosteric Antagonists of the Human D2 Dopamine Receptor: Primary Screen for Antagonists; D(2) dopamine receptor (Homo sapiens), P14416; HEK293 TREx D2 cells, calcium flux, dopamine EC80; inhibition, % at 10 µM; 2% of 340,000 active; AID 485344, 2010; in the data active = inhibition above about 30%; note: 0% is about no effect
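Tetracycline-induced HEK293 T-REx cells expressing D2 force-coupled to calcium signalling were dye-loaded, exposed to compound for 180 s, then challenged with an EC80 of dopamine; calcium flux was followed kinetically for a further 180 s.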
D1 PAM – Potentiators of Human D1 Dopamine Receptor: qHTS; D(1A) dopamine receptor (Homo sapiens), P21728; HEK293 TREx D1 cells, calcium flux, dopamine EC20 potentiation; potentiation, % at 10 µM; 0.036% of 360,000 active; in the data active = potentiation above about 30%; note: 0% is about no effect
D1 antag – Antagonist of Human D 1 Dopamine Receptor: qHTS; D(1A) dopamine receptor (Homo sapiens), P21728; HEK293 TREx D1 cells, calcium flux, dopamine EC80; active compounds read low; activity change, negative = inhibition, % at 10 µM; 3.2% of 360,000 active; AID 504652, 2011; in the data active = activity change below about -30%; note: % is set by controls: 0 for no effect and ±100 for the full control effect
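Calcium flux readout: force-coupled, inducible Hek293 Trex D1 line, cells induced overnight at 30 C with tetracycline, dye-loaded 30–90 min at RT. Antagonism scored against EC80 dopamine challenge given 180 s after compound.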
TRHR agonist – qHTS for Small Molecule Agonists and Allosteric Enhancers of Human TRH Receptor: Primary Screen for Agonists. Thyrotropin-releasing hormone receptor (Homo sapiens), P34981. TRHR cells, calcium flux fluo-8, FDSS agonist mode. activation, % at 2 µM. 0.18% of 360,000 active. AID 493084, 2011; note: 0% is about no effect
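TRHR-expressing cells loaded with fluo-8 calcium dye; 23 nL library compound pin-transferred, kinetic FDSS fluorescence (Ex 480/Em 530) recorded about 180 s for agonist-induced calcium release, before a 10 nM TRH EC20 addition for potentiator mode.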
D2 PAM – HTS Assay for Positive Allosteric Modulators of the Human D2 Dopamine Receptor: Primary Screen for Potentiators; HEK293 T-REx D2, calcium flux, EC20 dopamine potentiation; potentiation, % at 10 µM; 0.34% of 340,000 active; AID 485347, 2010;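 active = potentiation over 3 SD above the plate norm, cut at about 30% in these data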; note: 0% is about no effect
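Calcium flux readout, no-wash dye, 1 read/s. Inducible HEK293 Trex D2 line, overnight 30 C. Compound alone 180 s (agonist flags), then EC20 dopamine, another 180 s to score potentiation.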
TRHR enhancer – qHTS for Small Molecule Agonists and Allosteric Enhancers of Human TRH Receptor: Primary Screen for Enhancers | Thyrotropin-releasing hormone receptor (Homo sapiens), P34981 | TRHR cells, fluo-8 calcium fluorescence, EC20 TRH enhancement | enhancement, % at 2 µM | 0.66% of 360,000 active; in the data active = enhancement above about 30%; note: 0% is about no effect
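Enhancer read-out: after compound pinning and an initial kinetic agonist-mode read, an EC20 of TRH (10 nM final) was injected and fluo-8 calcium signal (Ex 480/Em 530) followed at 1 s/cycle for 100 cycles in TRHR-expressing cells.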
Numbers without * were called inactive; ? = inconclusive; / = no result given; & = joins results of further samples. Cut-off read from the data, not from the text of the source, unless noted: active = activation above about 30%; inactive = the rest.

canonical_smiles	D1 ag	RXFP1 antagonist	D2 agonist	D2 antagonist	D1 PAM	D1 antag	TRHR agonist	D2 PAM	TRHR enhancer
O=S(=O)(Cc1nnnn1-c1ccccc1)c1ccc(F)cc1	4	6	1.3	-15	-8	10	0.6	3	1
CC(C)OCCCNC(=O)CN1CCN(Cc2ccc(Cl)cc2)C1=O	0	1	-0.3	19	2	3	0.3	9	-1
CC(O)c1nc2ccccc2n1C(C)c1ccccc1 (stereo not drawn)	2	4	0.1	5	7	5	-1.4	9	-3
COc1ccc(CNC(=O)C2=CC(c3ccc(OC)c(OC)c3)=NS(=O)(=O)N2C)cc1	0&0	-2&-5	-0.1&-1.3	-4	-11&-2	-24&13	-0.3&-0.3	2&-18	1&-4
Oc1c(Br)cc(C2N=C(c3ccccc3Cl)NO2)cc1Br (stereo not drawn)	0	2	0.7	-14	1	1	1.0	-7	-1
C=CCO/N=C(\C)c1c(O)c(C)c(-c2ccccc2)n(-c2ccccc2)c1=O	-4	3	0.3	8	-1	13	-0.3	-1	8
Cc1ccn2cc(CCNC(=O)CC3CCCCC3)nc2c1	0	3	-0.3	-5	-1	-17	-0.6	-7	8
Cc1cccc(NC(=O)NCc2ccc3c(c2)OCO3)c1	1	/	-1.3	2	-1	-12	-0.7	3	1
CC(C)c1ccc(NS(=O)(=O)c2ccc(-n3cccn3)cc2)cc1	13	-24	1.6	-2	-3	-26	0.9	-2	12
Cc1ccc2nc(-c3ccccc3)cc(C(=O)NNC(=O)c3csc(N4CCOCC4)n3)c2c1	2	-12	/	/	4	12	0.2	/	2
O=C(NCc1cccs1)C(NS(=O)(=O)c1cccc2nsnc12)c1ccccc1 (stereo not drawn)	0	-6	0.9	-7	-5	-9	0.7	8	-5
CC(O)[C@@H](C(=O)N1CCNCC1)n1cc(CCCCN)nn1 (stereo partly drawn)	-4	/	0.1	5	0	4	0.0	10	-1
Cc1ccc(C(C)C)cc1OCC(=O)NNC(=O)Nc1ccccc1	1	-13	-0.7	1	-2	2	-0.6	-8	-2
Cc1ccc(S(=O)(=O)/N=S(\C)CC2CC2(Cl)Cl)cc1 (stereo not drawn)	3	0	0.4	10	4	-4	-0.3	3	1
CCOC(=O)CN(c1ccccn1)S(=O)(=O)c1ccccc1	3	1	-0.2	-1	4	10	0.6	-8	-1
COc1ccc(CNC(=O)c2cc3c(=O)n4ccccc4nc3n(CC3CCCO3)c2=N)cc1 (stereo not drawn)	1	0	-1.5	12	-2	-5	-0.5	14	-1
CCCCS(=O)(=O)c1oc(-c2ccc(F)cc2)nc1S(=O)(=O)c1ccccc1	7	-81*	-0.9	/	-3	-4	-1.0	6	5
CCc1nnc(NC(=O)C2Cc3ccccc3CN2S(=O)(=O)CC)s1 (stereo not drawn)	2	-9	-0.8	9	16	5	0.0	-7	-6
CC1(C)CC(=O)c2sc(NS(=O)(=O)c3ccc(Br)cc3)nc2C1	2	-3	0.8	-7	4	-11	1.1	-10	-3
COCCOC(=O)C1=C(N)Oc2c(oc(CO)cc2=O)C1c1ccccc1F (stereo not drawn)	4	-6	-1.2	-11	-6	-11	-0.6	4	8
COC(=O)C1=CN(C)C=C(C(=O)OC)C1c1ccc(Cl)cc1Cl	3	3	-0.8	-12	-10	-50*	0.0	1	2
CCN1CCN(c2cc(C)c3cc(NC(=S)N4CCCC4)ccc3n2)CC1	2	11	/	/	17	-1	0.1	2	-2
C[C@@H](C(=O)NCCc1ccccc1F)N1C(=O)N2CCc3c([nH]c4ccccc34)[C@@]2(C)C1=O	1	/	0.7	-13	-6	1	-0.4	-10	-1
Cc1ccc(-n2nc3cc(C)c(N)cc3n2)cc1	-2	-4	0.3	-15	3	-5	0.1	15	1
Cc1ccc(CNS(=O)(=O)NCc2ccc(Cl)cc2)cc1	1	-7	0.7	-11	1	0	0.2	0	2
COc1ccc(C2c3[nH]c4ccccc4c3CCN2Cc2ccoc2)c(F)c1 (stereo not drawn)	3	-6	-0.6	4	-8	-8	0.4	-11	-8
C/C(=N\NC(N)=S)c1ccccc1	2	-5	-3.8	26	-14	6	-2.1	-12	-9
Cc1cccc(C)c1NS(=O)(=O)c1ccc(-c2cnc(C3CC3)o2)cc1	11	-5	-0.3	-10	-1	-11	0.8	0	-1
O=C(CN1C(=O)NC2(CCOc3ccccc32)C1=O)Nc1cccc(Cl)c1 (stereo not drawn)	2	1	1.1	1	0	-4	0.8	1	-5
CC(NC(=O)c1cc(F)c(F)c(F)c1F)c1ccc(-n2ccnc2)cc1 (stereo not drawn)	1	1	0.2	-16	-13	-8	-0.4	12	-5
CCOc1ccc(OCCC(=O)NNC(=O)c2cc(OC)c(OC)c(OC)c2)cc1	6	-5	0.4	-16	2	13	-0.3	-3	-3
CC1=CC(C)(C)n2c(O)c(C3=NC(=S)NC3=O)c3cc(OC(=O)c4cccc5ccccc45)cc1c32	4	/	-1.0	23	-3	24	-1.5	11	5
Cc1ccc(NC(=O)CSc2ncc3c(n2)-c2ccc(Cl)cc2N(C)S3(=O)=O)cc1F	5	1	-0.4	/	1	2	0.0	/	1
O=C(Nc1nccs1)c1ccc(Cl)nc1	1	6	0.7	-9	0	7	-0.3	-1	-3
Cn1c(CCC(=O)Nc2ccc(N3CCOCC3)cc2)nc(=O)c2ccccc21	3	-4	0.3	-31	-4	2	-0.7	3	3
COc1ccc(-n2c3c(c(=O)[nH]c2=O)C(NS(=O)(=O)c2ccc(Cl)cc2)(C(F)(F)F)C(=O)N3)cc1 (stereo not drawn)	0	-15	0.4	0	8	-10	0.2	13	-5
O=C(Cn1nnc(-c2ccccc2F)n1)Nc1ccc2c(c1)OCCO2	0	-7	-0.5	12	1	-7	-0.3	-8	1
O=C(Nc1cc(Cl)cc(Cl)c1)c1ccc(F)c(S(=O)(=O)N2CCCCCC2)c1	3	-19	0.1	/	1	8	0.8	-12	2
Cc1cc2ccccc2c(=O)n1CC(=O)NCC1COc2ccccc2O1 (stereo not drawn)	2	11	-0.6	-16	-6	-19	-0.5	11	-16
COc1ccc2c(c1)Cc1sc(NC(=O)c3ccccc3C)nc1-2	2	-19	0.0	/	0	2	-1.0	9	-1
CCOc1ccc(C2NC(=O)c3n[nH]c(C)c32)cc1 (stereo not drawn)	2	/	0.3	0	-2	-13	-0.1	-8	0
CC1CCCCN1Cc1c(O)ccc2c(=O)c(-c3ccc(Cl)cc3)c(C(F)(F)F)oc12 (stereo not drawn)	0	/	0.3	/	-2	4	0.0	13	3
COc1ccc(S(=O)(=O)Nc2ccccc2C(=O)NCc2ccco2)cc1Br	6	-17	-0.8	2	-4	-19	0.2	11	-4
C/C(=N/NC(=O)c1ccc2nc[nH]c2c1)c1cccs1	2	13	0.5	0	-9	4	0.4	5	1
Nc1ncc(S(=O)(=O)Nc2ccc(OC(F)(F)F)cc2)cn1	10	-4	1.8	/	-6	18	0.7	-3	-6
COc1ccc(N=Cc2cccc(C)c2O)cc1Cl	3	3	/	/	-11	-11	1.1	/	-6
Cc1cccc(C(=O)Nc2ccc(-c3nc4ccccc4s3)cc2Cl)c1	2	-11	/	/	0	1	0.9	-1	6
CN(C)S(=O)(=O)n1cc(/C=C(\NC(=O)c2ccccc2Cl)C(=O)NCCCN2CCOCC2)c2ccccc21	3	-7	/	/	-2	6	0.2	/	-11

Nothing new here: entries from further up.
canonical_smiles	D1 ag	RXFP1 antagonist	D2 agonist	D2 antagonist	D1 PAM	D1 antag	TRHR agonist	D2 PAM	TRHR enhancer
Nc1ncc(S(=O)(=O)Nc2ccc(OC(F)(F)F)cc2)cn1	10	-4	1.8	/	-6	18	0.7	-3	-6
COc1ccc(N=Cc2cccc(C)c2O)cc1Cl	3	3	/	/	-11	-11	1.1	/	-6
Cc1cccc(C(=O)Nc2ccc(-c3nc4ccccc4s3)cc2Cl)c1	2	-11	/	/	0	1	0.9	-1	6
CN(C)S(=O)(=O)n1cc(/C=C(\NC(=O)c2ccccc2Cl)C(=O)NCCCN2CCOCC2)c2ccccc21	3	-7	/	/	-2	6	0.2	/	-11

(listing goes on)
canonical_smiles	D1 ag	RXFP1 antagonist	D2 agonist	D2 antagonist	D1 PAM	D1 antag	TRHR agonist	D2 PAM	TRHR enhancer
CCn1c(=O)c(C(=O)CN2CCCc3ccccc32)c(N)n(Cc2ccccc2)c1=O	0&1	5	0.2	2	-2&-6	6&-4	0.4&0.3	1	0&1
CCCCOc1ccc(C(=O)N(Cc2ccco2)Cc2ccco2)cc1	8	?	-0.7	/	0	2	2.3	1	-3
NS(=O)(=O)c1cccc(NS(=O)(=O)c2ccc(/C=C/C(=O)OCC(=O)c3ccccc3)cc2)c1	3	-8	0.5	11	3	2	-0.2	-10	1
COc1cccc(CC(=O)OCC(=O)NC2(C#N)CCCCC2)c1	2	-5	0.2	-3	0	-8	-0.1	17	2
COc1ccc(-c2[nH]nc3c2C(c2ccncc2)C(C#N)=C(N)O3)cc1 (stereo not drawn)	3	-15	/	/	-2	1	0.3	/	7
COc1ccccc1C1=Nn2c(nc3sc(C(=O)Nc4ccccc4Cl)c(C)c3c2=O)SC1	2	9	17	/	-2	-4	0.4	-6	-3
CCOC(=O)c1cc(-c2ccc(F)cc2)n(CCC(=O)Nc2nc3cc(C)c(C)cc3s2)c1C	1	-13	-0.3	/	0	5	0.2	19	4
CN1CCN(C(=O)CSc2nnc(COc3ccccc3)o2)CC1	4	0	0.3	-20	0	-1	0.3	-9	8
CCCCOc1ccc(C(=O)Nc2ccc3c(c2)OCO3)cc1	23	3	-1.5	-7	-1	-29	-1.1	3	5
CC12CCC(C(=O)NCCCN3CCOCC3)(C(Br)C1=O)C2(C)C (stereo not drawn)	3	17	1.2	-3	2	1	0.8	5	4
Cc1nnc(NCc2n[nH]c(=O)c3ccccc23)c2ccccc12	1	-1	0.3	4	-2	-5	-0.1	0	3

Random draw from the library; 7.1% or so of the library scored in one or more.
